PvdQ acylase – P. aeruginosa PvdQ acylase inhibition | AID 488965 | 340,000 tested, 0.063% active | inhibition, % at 10 µM | purified PvdQ acylase, fluorescence plate reader; in the data active = inhibition above about 30%, passing the limit was not always enough;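 note: 0% = vehicle neutral wells and 100% = reference inhibitor wells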
HTR5A inv ag – inverse agonist of human HTR5A in OPRM1-OPRD1 counter-screen. P47898. HTR5A cell line, luminescence, inverse agonism. inhibition, % at 9.3 µM. 340,000 tested, 0.083% active; in the data active = inhibition mostly above about 23%, no sharp cut-off; inactive = mostly below about 18%;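 note: 0% = cells with DMSO and 100% = no-cell wells with DMSO; some compounds called inactive have numbers as strong as hits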
Target sequence (P47898 whole entry, looked up): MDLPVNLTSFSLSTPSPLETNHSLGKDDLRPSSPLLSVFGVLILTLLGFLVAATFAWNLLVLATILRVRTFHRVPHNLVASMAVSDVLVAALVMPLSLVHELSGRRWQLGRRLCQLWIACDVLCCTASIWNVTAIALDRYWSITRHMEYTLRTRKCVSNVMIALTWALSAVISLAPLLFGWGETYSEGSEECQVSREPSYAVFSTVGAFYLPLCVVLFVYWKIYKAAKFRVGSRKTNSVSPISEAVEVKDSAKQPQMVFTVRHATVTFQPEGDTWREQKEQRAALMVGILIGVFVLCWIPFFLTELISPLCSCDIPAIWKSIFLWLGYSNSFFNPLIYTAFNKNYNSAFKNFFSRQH
MITF act – MITF TRPM1 promoter activation in melanoma cells | SK-MEL-5 TRPM1-promoter luciferase, 24 h; % of positive control, neutral wells = 0 | activation, % at 12.5 µM | 300,000 tested, 0.75% active;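 active = mean activation of at least 80% with every replicate also reaching 80%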;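 note: 0% = neutral control wells and 100% = parthenolide positive control wells; values of inactives mirror those of a sister screen read the other way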
Wnt act – Wnt/beta-catenin pathway activation | Wnt/beta-catenin reporter cell assay, activator, plate reader | activation, % at 9.35 µM | 300,000 tested, 1.2% active | AID 743398; in the data active = activation above about 30%, passing the limit was not always enough;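 note: 0% = neutral control wells and 100% = positive control wells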
dFosB act – enhances mouse delta FosB homodimer DNA binding | P13346 | purified delta FosB, TAMRA-CDK5 oligo fluorescence polarization; percent of positive-control signal above neutral wells | activation, % at 25 µM | 340,000 tested, 0.99% active | AID 493131;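 active = mean activation above about 17%, with every replicate also reaching it, limit read from the data, passing the limit was not always enough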;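 note: fluorescence polarization rise as delta FosB binds a TAMRA Cdk5 AP-1 oligo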
Target sequence (P13346 whole entry, looked up): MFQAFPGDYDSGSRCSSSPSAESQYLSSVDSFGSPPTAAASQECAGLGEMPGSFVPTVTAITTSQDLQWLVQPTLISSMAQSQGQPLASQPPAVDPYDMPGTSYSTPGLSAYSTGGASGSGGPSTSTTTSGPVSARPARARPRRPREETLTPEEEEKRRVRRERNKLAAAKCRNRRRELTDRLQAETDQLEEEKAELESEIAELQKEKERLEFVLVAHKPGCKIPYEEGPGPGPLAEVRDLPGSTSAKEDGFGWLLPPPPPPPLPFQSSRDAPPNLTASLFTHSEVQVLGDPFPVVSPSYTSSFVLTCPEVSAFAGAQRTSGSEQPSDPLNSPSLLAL
V-ATPase pHluor – yeast V-ATPase proton transport regulation by pHLuorin. S. cerevisiae, pHLuorin cytosolic pH fluorescence. response, % at 10 µM. 350,000 tested, 0.37% active. AID 504577; in the data active = response mostly above about 7.3%, no sharp cut-off; inactive = mostly below about 5.4%; note: actives read high; inactives centre near 0; some compounds called inactive have numbers as strong as hits; reference of the scale not given here
NSD2 inh – NSD2 (human) methyltransferase inhibition | O96028 | NSD2 peptide methylation, AlphaScreen, 120 min | inhibition, % at 12.5 µM | 310,000 tested, 0.54% active | AID 743445; in the data active = inhibition above about 50%
HTR5A ag – counter-screen for OPRM1-OPRD1 agonists: human HTR5A agonism; 340,000 tested, 0.61% active; HTR5A agonist assay, luminescence, cell-based; activation, % at 9.3 µM; AID 504692; in the data active = activation mostly above about 9.5%, no sharp cut-off; inactive = mostly below about 7.6%;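 note: 0% = cells with vehicle only and 100% = reference agonist; strong numbers were not always called active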
CDK5 p35 inh – inhibitors of human CDK5/p35 kinase; Q00535+Q15078; Recombinant CDK5/p35, ADP-Glo luminescence, 60 min; inhibition, % at 10 µM; 330,000 tested, 0.01% active; AID 488839;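 active = highest replicate inhibition of at least 50% and at least 75% of replicates reaching 50%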;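 note: plate controls were DMSO neutral control for no effect and GW8510 at 10 µM for full effect; many of its hits are not listed in these tables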
SR-BI DiI inh – inhibitors of mouse SR-BI mediated HDL lipid uptake | Q61009 | ldlA[mSR-BI] CHO cells, DiI-HDL uptake fluorescence, 3 h | inhibition, % at 12.5 µM | 320,000 tested, 0.96% active | AID 488896;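 active = mean replicate inhibition of at least 70% and a set share of replicates each scoring 70 or more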;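 note: 0% = median of neutral control wells and 100% = median of positive control wells; values of inactives mirror those of a sister screen read the other way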
Active calls of the source: *; . = no result given.

SMILES	PvdQ acylase	HTR5A inv ag	MITF act	Wnt act	dFosB act	V-ATPase pHluor	NSD2 inh	HTR5A ag	CDK5 p35 inh	SR-BI DiI inh
COC(=O)c1ccc(NC(=O)CSc2nnc(C)n2-c2ccccc2)cc1	4	-7	3	.	-11	1	1	1	3.5	4
Cc1ccc(C)c(N2N=C(C(=O)O)CCC2=O)c1	-8	-11	1	5	0	-2	-2	3	0.2	-11
COc1ccccc1CCNC(=O)Cc1cccs1	-1	-18	-11	-2	-1	-4	5	-1	0.7	2
Cc1ccc(-c2nn(Cc3ccccc3)cc2/C=C/C(=O)O)cc1C	-9	-15	-2	-2	0	1	-2	5	-0.6	-2
O=C(c1ccco1)N1CCN(C(=O)c2cc(-c3ccc(F)cc3)no2)CC1	-6	-5	-11	-1	-6	2	-1	-1	1.5	6
COc1ccc(C2C(C(=O)Nc3cc(OC)c(OC)c(OC)c3)c3ccccc3C(=O)N2C)cc1OC (centres undefined)	13	7	17	0	-8	-3	0	-3	4.0	-1
CN(N)c1nc(-c2ccccc2)nnc1C(F)(F)F	-13	-8	-7	0	-2	-1	0	4	0.5	-7
COc1ccc(C(C)=O)cc1CN1C(=O)NC2(CCCCCC2)C1=O	1	-27	.	.	-7	1	-1	10	-5.5	11
S=C1NC(c2ccccc2)=CC(c2ccccc2)N1 (centres undefined)	5	.	1	0	-5	0	-1	.	2.5	82*
Cc1c(C(=O)C(=O)N2c3ccccc3CC2C)c2ccccc2n1C (centres undefined)	4	-14	-8	-1	-5	-4	.	6	-0.7	15
CN(c1cccc(NC(=O)c2ccc(CN3CCc4ccccc4C3)cc2)c1)S(C)(=O)=O	-14	-3	.	1	-8	0	0	1	0.9	34
Cc1c(C(=O)O)sc2nc3n(c(=O)c12)CCC(C)CC3 (centres undefined)	-7	-19	-8	-1	-9	2	1	7	-0.4	-2
COC(=O)c1sc2cc([N+](=O)[O-])cc(SCC(C)C)c2c1N	11	3	-14	-2	0	-1	2	-1	0.1	33
COc1ccc(-c2noc(CCC(=O)NCc3cccnc3)n2)cc1OC	-12	-2	.	-4	-4	2	-2	1	-2.6	-6
COc1ccccc1C(c1nnnn1Cc1ccccc1)N1CCN(C2CCCC2)CC1 (centres undefined)	-8	2	1	-4	-4	1	-6	-5	-0.1	-26
Cc1ccc(NC(=O)c2cc3ccccc3o2)nc1	3	13	28	65*	-16	1	2	-5	-0.4	-13
CN(CCc1ccccc1)C(=O)c1ccc(NC(=O)Cc2ccc(NC(=O)C3CCCN(C(=O)C4CC4)C3)cc2)cc1 (centres undefined)	-13	6	1	0	-6	-1	.	-2	0.2	0
CC1CC1C(=O)OCC(=O)N(C)CC(=O)Nc1ccc(F)cc1 (centres undefined)	-1	-4	-9	2	-1	1	2	2	-0.4	-15
CCCN1CCN(CCCNC(=O)c2ccc3nc(N4CCC(C)CC4)sc3c2)CC1	-6	2	.	12	5	-5	.	-1	-1.3	-19
CCOC(=O)C1CCCN(C(=O)c2ccc3nc(-c4cccc(OC)c4)oc3c2)C1 (centres undefined)	1	-11	26	17	-17	-2	1	3	-0.4	-2
c1ccc(CCc2nc(-c3ccccn3)no2)cc1	-9	-18	128*	.	-4	0	3	7	-2.1	-16
O=C(NN=C1CCC(=NNC(=O)c2ccccn2)CC1)c1ccccn1	-4	5	16	-2	1	1	.	-2	3.6	-10
CCOC(=O)N1CCN(C(=O)c2ccc(CS(=O)Cc3ccccc3Cl)o2)CC1 (centres undefined)	-6	-14	-3	-1	-6	1	1	4	0.4	16
CCOC(=O)c1cc(-c2ccc3c(c2)OCCO3)n[nH]1	2	-16	69	14	-8	1	-2	4	1.1	-24
COC(=O)/C(=C\c1cccnc1)NC(=O)c1ccc(OCc2ccccc2)cc1	9	-16	-22	-3	-7	10	0	1	-1.1	4
COc1ccc(NC(=S)N2CCC(c3nc4ccccc4o3)CC2)c(OC)c1	-1	17	18	1	3	1	1	-2	-1.9	-33
COc1ccc([N+](=O)[O-])cc1NC(=O)Cc1ccc(C)cc1	-12	-7	2	-2	-2	-1	-2	4	-0.4	.
CCN1CCN(c2ccc(S(=O)(=O)N3CCCCC3)cc2NC(=O)CC(NC(C)=O)c2ccccc2)CC1 (centres undefined)	1	1	-4	-2	7	6	6	0	0.5	-25
Cc1ccc(Cl)cc1N1CCN(S(=O)(=O)c2ccc3c(c2)NC(=O)C(C)C(=O)N3)CC1 (centres undefined)	17	-36	.	-3	-7	-2	.	4	4.2	-21
CCN1C(=O)[C@H]2[C@@H](c3ccc(C)cc3)N3C(=O)N(c4ccc(C)cc4)C(=O)[C@@]3(CC)[C@H]2C1=O	-3	16	5	5	-3	-6	.	-1	-2.0	-20
COc1ccc(/C=N/Nc2cc(N3CCOCC3)nc(C)n2)c(OC)c1	-9	4	.	-1	-13	6	7	-1	2.6	53
O=C(Oc1cccc(C(=S)N2CCCCC2)c1)c1ccccc1	6	10	-9	0	-4	2	0	4	0.1	4
Cc1nc2sc(C(c3cccc(F)c3)N3CCN(C(=O)c4ccco4)CC3)c(O)n2n1 (centres undefined)	-5	-13	12	-5	-8	-3	-1	4	0.4	4
COCCNC(=O)Cc1cn(C)c2ccccc12	-1	-27	2	.	0	-1	-1	-2	0.8	-21
Cc1ccc(/C=C2\SC(=S)N(CCCC(=O)Nc3ccccc3C(=O)O)C2=O)cc1	0	-5	-17	16	-2	4	17	1	-0.7	3
O=C1CN(C(=O)COC(=O)CCC(=O)c2ccc(F)cc2)c2ccccc2N1	-7	-9	5	0	-14	-1	0	3	0.3	-12
CC(=O)Nc1cc(ON=C(C)C)cc([N+](=O)[O-])c1	-2	-37	-1	.	0	1	0	-2	0.0	-11
NNC(=O)CNS(=O)(=O)c1ccc([N+](=O)[O-])cc1	2	-15	-14	-1	2	-2	0	6	-0.1	-18
Cc1ccc(-n2nc3c(=O)n(CCCC(=O)NCc4ccccc4C)nc(C)c3c2C)cc1	1	-2	-27	-2	-10	5	1	1	-3.0	43
CC(CCc1ccccc1)NC(=O)c1ccc2nc(N3CCOCC3)sc2c1 (centres undefined)	-12	-21	2	-1	-6	1	-3	-1	-0.2	18
CN1c2ccccc2-c2nc3ccccc3n2C1c1ccco1 (centres undefined)	-27	20	-17	-1	-13	4	-6	-3	-0.2	27
CC(=O)CCS(=O)(=O)c1ccc(Oc2ccc(S(=O)(=O)CCC(C)=O)cc2)cc1	12	-8	-17	.	5	2	-3	3	6.9	16
CC(=O)c1c(C)[nH]c(C(=O)Nc2ccccc2Cl)c1C	-5	-4	-1	7	-20	-1	1	2	0.6	27
Cc1nnc(SCc2ccon2)n1-c1ccccc1	-18	9	18	.	-4	-3	-1	4	1.2	5
COc1cc(OC)cc(C(=O)NNC(=O)C(=O)Nc2cc(OC)c(Cl)cc2OC)c1	-7	-6	1	0	13	4	-5	2	-0.2	38
Cc1nc2ccccc2cc1C(=O)N(C)Cc1ccccc1	-10	0	6	-1	-7	-1	1	-2	0.2	.
C=CCc1cccc2cc(C(=O)N3CCN(c4ccccn4)CC3)c(=O)oc12	0	-1	-8	-1	-6	0	3	0	2.3	-4
COC(=O)c1cc2nc(-c3ccccc3)cc(C(F)(F)F)n2n1	-1	1	6	0	-4	0	22	-4	1.5	19
c1cnc(NC2CCCCCC2)nc1	-19	8	3	3	7	-4	-4	-4	-0.2	-24
O=C(COC(=O)CCCN1C(=O)c2cccc3cccc(c23)C1=O)Nc1cccc(Br)c1	-2	11	4	-1	1	0	2	-4	-3.9	6

A draw from above in order of count of non-hydrogen atoms, low to high:
SMILES	PvdQ acylase	HTR5A inv ag	MITF act	Wnt act	dFosB act	V-ATPase pHluor	NSD2 inh	HTR5A ag	CDK5 p35 inh	SR-BI DiI inh
CCOC(=O)c1cc(-c2ccc3c(c2)OCCO3)n[nH]1	2	-16	69	14	-8	1	-2	4	1.1	-24
COc1ccc(C2C(C(=O)Nc3cc(OC)c(OC)c(OC)c3)c3ccccc3C(=O)N2C)cc1OC (centres undefined)	13	7	17	0	-8	-3	0	-3	4.0	-1
CN(CCc1ccccc1)C(=O)c1ccc(NC(=O)Cc2ccc(NC(=O)C3CCCN(C(=O)C4CC4)C3)cc2)cc1 (centres undefined)	-13	6	1	0	-6	-1	.	-2	0.2	0

(continued)
SMILES	PvdQ acylase	HTR5A inv ag	MITF act	Wnt act	dFosB act	V-ATPase pHluor	NSD2 inh	HTR5A ag	CDK5 p35 inh	SR-BI DiI inh
O=C(Nc1cc(Cl)cc(Cl)c1)C1CCCC1	-2	-11	.	-1	-5	-3	-4	3	-0.9	-16
CC1=Nc2ccccc2N=C(NC(=O)/C=C/C(=O)O)C1c1ccccc1 (centres undefined)	-7	7	-8	22	-5	-2	-16	3	1.1	.
CCS(=O)(=O)Nc1ccc(C2=NN(S(=O)(=O)c3ccc(F)cc3)C(c3ccco3)C2)cc1 (centres undefined)	9	-27	9	.	-15	-4	-1	3	0.0	-32
O=C(CS(=O)(=O)c1ccc(Cl)cc1)NCCS(=O)(=O)c1ccc(Cl)cc1	-9	9	-7	0	-4	1	30	0	0.2	12
Cc1nn(C)c(N)c1-c1ccccc1	-14	-20	1	-2	-2	4	0	6	0.0	.
CCC(Sc1nc2c(cnn2-c2ccc(Cl)cc2)c(=O)[nH]1)C(=O)OC (centres undefined)	-10	1	.	-4	-3	2	.	-2	-1.2	2
COc1ccc(S(=O)(=O)N2CCCCCC2)cc1C(=O)OCC(=O)NCC(C)C	-10	4	-5	-2	-6	-2	1	0	0.0	.
COc1ccc(-c2coc3cc(O)ccc3c2=O)cc1	-10	6	76	47*	2	0	.	-2	-3.8	9
O=S(=O)(c1ccc(Cl)c(C(F)(F)F)c1)N1CCN(c2ccccn2)CC1	-19	-1	6	-3	0	0	-4	1	1.9	-21
COc1cc(/C=C(\C#N)C(=O)c2c(C)[nH]c3ccccc23)cc(OC)c1OC	-13	27	0	-1	1	-3	15	-10	-0.2	-1
Cc1cc(C)cc(NC(=O)CCn2c(=S)[nH]c3ccccc3c2=O)c1	-1	8	5	0	30*	-2	-1	-1	-0.4	11
COc1ccc(-c2nc(C#N)c(NCc3ccc(C)cc3)o2)cc1OC	-18	-18	26	.	-2	-3	-1	7	-1.1	22
COc1ccccc1OCC(O)Cn1c(=N)n(CCN2CCCCC2)c2ccccc21 (centres undefined)	-8	.	.	-13	-8	-4	6	.	-0.5	5
CN(C)S(=O)(=O)N1CCN(C(=O)N2CCCCC2)CC1	19	8	-9	.	4	6	.	-4	6.6	-10
Cc1cc(N)n2nc(C(F)(F)F)nc2n1	9	-8	-19	-1	-2	10	0	3	0.9	-33
O=C(O)CCCC(=O)Nc1ccc2c(c1)oc1ccccc12	-11	13	-3	-2	7	-1	-3	0	-2.3	.
Cc1nc([N+](=O)[O-])cn1CC(=O)Nc1ccc2c(c1)OCO2	-6	4	-7	7	3	1	-2	2	-3.2	-22
Cc1ccc(N2C(=O)CC(Cc3ccc(Cl)cc3)C2=O)cc1 (centres undefined)	3	-6	1	-3	-4	2	-4	2	2.2	-4
COc1ccccc1N1CN(CCc2ccccc2)CNC1=S	-18	-3	9	0	6	-1	4	1	0.7	-8
O=C(c1cccc(Cl)c1)N1CCN(C2CCCCCC2)CC1	4	5	1	.	1	0	5	3	0.0	-3
Cc1cc(C)c(OCC(=O)N(Cc2ccccc2)C2CCS(=O)(=O)C2)c(C)c1 (centres undefined)	1	15	8	0	-6	-2	-1	-6	0.5	20
O=C(Nc1ccccc1Cl)NC1(C(=O)N2CCCCC2)CCCCC1	-9	-17	-12	.	-4	-1	-2	2	0.6	-3
CCN1C2=C(C(=O)CCC2)C(c2ccc(O)cc2)C2=C1CCCC2=O	-10	-9	.	-1	-4	-1	2	4	-0.9	14
